# Bioassay records (PubChem)
# NPC1 prom act: NPC1 promoter activation | Huh7 NPC1 promoter luciferase reporter, 24 h | Potency, µM (series often up to 9.22 µM), for the others: at the top dose activation, actives largely listed as activators | 320,000 compounds, 2.4% hits;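 further: % of control where 0% means no effect; nearly all actives have a fitted effect of over 60% in size; reporter is driven by a mutant NPC1 promoter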
#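 Huh7 cells stably carrying NPC1 promoter–luciferase, plated in Opti-MEM with 10% FBS for 2 h, were exposed to compound in DMSO for 24 h at 37 °C; luciferase reagent was added for 10 min and luminescence read.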
# uPA generation: inhibitors of cell surface uPA generation; Potency, µM (doses to about 38.3 µM), for the others: at the highest dose activity change, negative = inhibition, most hits filed as inhibitors; 330,000 compounds, 0.31% hits; cell surface uPA generation assay, qHTS; active means well fitted inhibition curve with a large enough effect; inconclusive means small, poorly fitted or top-dose-only effect; inactive means no such curve, though single readings can be large or run the other way; tested in mouse RAW 264.7 cells; further: on the % scale 0 is the no-effect control and ±100 the full control effect; nearly all actives have a fitted effect of over 55% in size
# Gal4-VP16 FLuc: inhibits Gal4-VP16 luciferase reporter, ROR gamma counter-screen; Drosophila S2 Gal4-VP16 UAS-luciferase, luminescence, 20 h; Potency, µM (titrated, usually from 53.6 µM), for inactives: top-dose activity, negative = inhibition, hits mostly inhibitors; 310,000 compounds, 3.5% hits; AID 2546;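 further: Gal4-VP16 expression switched on by copper sulfate through the metallothionein promoter; on the % scale 0 is the no-effect control and ±100 the full control effect; nearly all actives have a fitted effect of over 50% in size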
# MBNL1-CUG inh: MBNL1-poly(CUG) RNA binding inhibition. Q9NR56. AID 2675. TR-FRET MBNL1-His/biotin-(CUG)12 binding, 665/545 ratio. 280,000 compounds, 0.036% hits. Potency, µM (top dose mostly 57.5 µM), without a hit: top-dose activity change, negative = inhibition, actives largely listed as inhibitors; active means well fitted inhibition curve with a large enough effect in the signal ratio, with a control signal flat, not every such curve was filed as active; inconclusive means small, poorly fitted or top-dose-only effect, or effect the other way, or a change in a side signal; inactive means no such curve, though single readings can be large or run the other way; the % refers to the signal ratio; further: on the % scale 0 is the no-effect control and ±100 the full control effect
#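 TR-FRET between His-tagged MBNL1 and biotin-(CUG)12 RNA, detected with Tb anti-His antibody (0.055 ng/ul) and streptavidin-XL665 (5 nM), 60 min at room temperature. Compounds titrated 92 nM to 58 uM; 665/545 nm ratio normalized to buffer and complex controls.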
# Rab9 prom act: activates the Rab9 promoter | 320,000 compounds, 2.8% hits | Huh7 Rab9 promoter-luciferase reporter, luminescence, 24 h | Potency, µM (series often up to 9.22 µM), without a hit: top-dose activation, negative = inhibition, hits mostly activators; further: % of control where 0% means no effect; nearly all actives have a fitted effect of over 60% in size
#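 Luminescence read-out: Huh7 cells stably expressing Rab9-luciferase, treated 24 h with compound at 37 °C, then lysed with luciferase reagent for 10 min at ambient before reading.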
# BRCA1 expr act: increases BRCA1 expression; Potency, µM (highest dose often 46.1 µM), for the others: at the highest dose activation, actives largely listed as activators; 380,000 compounds, 1.1% hits; MCF7-BRCA1-FFLuc reporter, luminescence, 48 h; response scale: scaled: vehicle 0%, 10 µM genistein 100%; AID 624202; further: nearly all actives have a fitted effect of over 80% in size; some results filed as inactive show a strong effect at the top dose
#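 First, MCF7-BRCA1-FFLuc cells (2000/well) attach for 2 h; next, compounds are pin-added and incubated 48 h at 37 °C; finally, luciferase reagent is added and luminescence read after 15 min.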
# RORgamma inh: ROR gamma (mouse) transcription inhibition; Potency, µM (series often up to 53.6 µM), inactives show at the top dose activity change, negative = inhibition, hits mostly inhibitors; 310,000 compounds, 5.4% hits; P51450; Drosophila S2 Gal4-RORgamma UAS-luciferase reporter, 20 h; AID 2551; further: on the % scale 0 is the no-effect control and ±100 the full control effect; nearly all actives have a fitted effect of over 60% in size
# Target sequence (P51450 whole entry, looked up, the tested form may be a part): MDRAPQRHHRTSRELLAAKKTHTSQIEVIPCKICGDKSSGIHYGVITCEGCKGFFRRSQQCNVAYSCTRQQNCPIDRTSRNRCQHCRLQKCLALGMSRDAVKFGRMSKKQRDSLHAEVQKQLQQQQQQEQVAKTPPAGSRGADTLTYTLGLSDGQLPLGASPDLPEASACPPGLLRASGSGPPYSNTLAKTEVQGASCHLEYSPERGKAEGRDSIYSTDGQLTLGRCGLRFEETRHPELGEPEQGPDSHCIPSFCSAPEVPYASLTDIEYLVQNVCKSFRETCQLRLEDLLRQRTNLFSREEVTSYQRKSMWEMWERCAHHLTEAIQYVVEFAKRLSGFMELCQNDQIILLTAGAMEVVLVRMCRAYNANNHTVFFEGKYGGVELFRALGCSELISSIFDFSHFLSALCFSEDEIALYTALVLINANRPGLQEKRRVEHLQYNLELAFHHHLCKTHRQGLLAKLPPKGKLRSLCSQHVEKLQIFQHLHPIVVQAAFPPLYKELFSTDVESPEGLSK
#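 Stable Schneider cell line, Gal4 DNA-binding domain fused to ROR gamma, UAS-luciferase. Cmpd 1 hr RT → CuSO4 700 uM final → 20 hr RT → luciferase reagent 10 min → luminescence.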
# FLuc modulator: firefly luciferase modulation, counter-screen for miR-21 project | P08659 | Potency, µM (top dose mostly 57.5 µM), without a hit: top-dose activity change, negative = inhibition, most hits filed as inhibitors | 360,000 compounds, 6.9% hits | purified FLuc, Km substrates, luminescence inhibition;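 further: plate controls were vehicle for no effect and reference inhibitor for full effect; nearly all actives have a fitted effect of over 55% in size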
# Target sequence (P08659 whole entry, looked up): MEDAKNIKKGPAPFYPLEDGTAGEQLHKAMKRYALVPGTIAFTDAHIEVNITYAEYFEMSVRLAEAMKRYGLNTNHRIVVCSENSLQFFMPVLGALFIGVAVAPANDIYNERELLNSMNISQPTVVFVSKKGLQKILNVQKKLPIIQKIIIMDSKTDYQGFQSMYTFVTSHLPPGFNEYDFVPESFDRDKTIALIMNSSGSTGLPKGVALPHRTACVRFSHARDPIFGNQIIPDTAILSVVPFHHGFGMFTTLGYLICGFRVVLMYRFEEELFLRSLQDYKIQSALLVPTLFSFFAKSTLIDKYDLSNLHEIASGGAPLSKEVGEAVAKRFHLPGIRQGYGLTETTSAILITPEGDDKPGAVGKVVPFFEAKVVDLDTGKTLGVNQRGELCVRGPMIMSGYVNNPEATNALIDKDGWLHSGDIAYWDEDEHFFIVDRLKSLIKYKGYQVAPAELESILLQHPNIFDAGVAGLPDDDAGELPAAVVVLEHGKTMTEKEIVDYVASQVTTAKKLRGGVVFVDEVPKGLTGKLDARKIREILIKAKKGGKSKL
#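 Purified P. pyralis luciferase (10nM final) with 10uM D-luciferin and 10uM ATP (Km levels) in 50mM Tris acetate pH 7.5, 10mM Mg acetate, 0.01% Tween-20, 0.05% BSA; qHTS 6-point titration, ~60 µM downward; luminescence read.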
# ELG1 genotoxic: inducers of genotoxicity in HEK293T ELG1-luciferase cells | 330,000 compounds, 1.3% hits | Potency, µM (series often up to 46 µM), for inactives: at the highest dose activity change, positive = activation, usual class: activators | HEK293T ELG1-luciferase reporter, luminescence, 16 h | AID 504466; further: % of control where 0% means no effect; nearly all actives have a fitted effect of over 60% in size
#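 16 hr compound incubation (37 °C, 5% CO2) of HEK293T cells carrying luciferase-tagged ELG1; luciferase then measured by ONE-Glo luminescence after 30 min at RT.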
# p53 reactivation: re-activators of mutant p53; H1299 p53-A138V BP100-luciferase reporter, luminescence, 24 h; Potency, µM (highest dose often 92.2 µM), for the others: at the top dose activity change, positive = activation, usual class: activators; 320,000 compounds, 0.063% hits; further: % of control where 0% means no effect; nearly all actives have a fitted effect of over 45% in size
#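 p53-null H1299 cells stably carrying temperature-sensitive p53-A138V and a BP100-luciferase reporter were pinned with compounds (4-point, 1:5 series) and held 24 hrs at 37 deg C. Luminescence was read 10 min after detection reagent.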
# Active calls of the source: *; u = inconclusive; x = not tested or not shown; & = joins results of further samples; [ ] = remark or other dose. Unless noted, the call rests on the fitted dose curve; in most records, active means well fitted curve in the direction sought with a large enough effect; inconclusive means small, poorly fitted or top-dose-only effect, or another doubt; inactive means no such curve, though single readings can be large; an effect the other way counts as inactive or inconclusive. Potency means the concentration at half of the fitted maximal effect. No enrichment for hits. Share with any hit: about 13%.
SMILES,NPC1 prom act,uPA generation,Gal4-VP16 FLuc,MBNL1-CUG inh,Rab9 prom act,BRCA1 expr act,RORgamma inh,FLuc modulator,ELG1 genotoxic,p53 reactivation
Cc1ccc2nc(N(CCCN(C)C)C(=O)c3ccco3)sc2c1,0%,-29%,1%,-14%,16%,15%,9%,u,u,u
COc1ccc(Cn2c(SCC#N)nc3ccc(N4CCOCC4)cc3c2=O)cc1,3.5µM*,-21%,u,61%[activator],3.5µM*,96%,10µM*,u,u,23%
O=C(COc1ccccc1)N1CCN=C1SCc1ccc(F)cc1,0%,-4%,1%,3%,1%,0%,15%,-2%,-1%,-1%
CN(C)C(CNC(=O)c1ccc(S(=O)(=O)Nc2cccc(C(F)(F)F)c2)cc1)c1ccco1 (stereo not drawn),-1%,-2%,x,x,-4%,-24%,x,5%,-8%,-8%
Cc1cccn2cc(CNS(=O)(=O)c3cccc(F)c3)nc12,2%,0%,-14%,6%,3%,-3%,u,-1%,-11%,0%
CCn1c(C)nc2cc(OC)ccc21,2%,2%,2%,7%,-2%,0%,1%,-1%,4%,3%
COc1ccc(OCC(=O)Nc2cc(-c3nn(C)c(=O)c4ccccc34)ccc2OC)cc1,-23%,-9%,-5%,5%,-19%,-63%,-6%,4%,-2%,0%
CCOc1ccc(-n2c(N)c(C(=O)NCc3cccnc3)sc2=S)cc1,-2%,2%,-7%,u,2%,-2%,-4%,-2%,-1%,6%
CCCc1nnc(NC(=O)c2ccc([N+](=O)[O-])cc2)s1,24%,-1%,1%,x,24%,88%,-36%,u,8%,u
COc1ccc(-c2noc(CSc3nc4sc(C)c(C)c4c(=O)n3-c3ccccc3)n2)cc1OC,-2%,8%,-5%,1%,-13%,4%,-24%,-1%,7%,u
O=C(CN1C(=O)CCC1=O)Nc1nc(-c2ccccn2)cs1,0%,u,-14%,5%,-6%,0%,-18%,-10%,-2%,-1%
COc1ccc(C(=O)Nc2ccnn2C2CCN(C(=O)c3cccnc3)CC2)cc1,2%,2%,1%,-9%,u,-2%,5%,-24%,0%,2%
COc1cc(C(=O)Nc2ccc3c(c2)OCCO3)ccc1OC(F)F,3.2µM*,x,-5%,-4%,2.8µM*,11µM*,17%,6µM*,u,u
CCOC(=O)c1oc2ccccc2c1NC(=O)CCl,-4%,u,6%,13%,13%,-100%[inhibitor],2%,3%,-2%,-15%
COc1cc(/C=N/Nc2ccc(Cl)c(C(=O)O)c2)ccc1OCC(=O)N1C(C)CCCC1C (stereo not drawn),0%,-1%,-3%,7%,-2%,12%,9%,u,8%,-1%
COC(=O)c1ccc(COC(=O)CCS(=O)(=O)c2ccc(C)cc2)cc1,0%,3%,7%,-2%,-8%,0%,6%,-2%,3%,3%
CCCCCCCNC(=O)C1(CC2CC(c3ccccc3)=NO2)CCN(C(=O)c2ccccc2)CC1 (stereo not drawn),0%,-7%,x,x,1%,-44%,x,-7%,-9%,7%
CCn1c(=S)[nH]c2cc(Cl)ccc21,-2%,-14%,25µM*,-6%,0%,-1%,5.6µM*,0%,22%,-2%
CS(=O)(=O)N1CCC(C(=O)Nc2ccc(C(N)=O)cc2)CC1,2%,9%,0%,-1%,-1%,2%,-11%,-4%,-6%,-7%
CC(=O)c1cccc(NC(=O)C(C)OC(=O)c2ccc(-n3cnnn3)cc2)c1 (stereo not drawn),-1%,0%,x,x,-8%,-26%,x,2%,-2%,1%
CCCCn1nc(C(=O)Nc2ccc(-n3cnnn3)cc2)c2ccccc2c1=O,-6%,-8%,x,x,-3%,1%,x,3%,-3%,-1%
COc1cc(OC)c(OC)cc1/C=N/Nc1nc2ccccc2[nH]1,1%,5%,-2%,x,9%,-37%,-30%,-14%,1%,-7%
CC(=O)N(c1cccc(C(F)(F)F)c1)c1nc(/C=C/C(=O)O)cs1,3%,-7%,-20%,-3%,2%,-47%,-1%,-1%,1%,4%
CCC1CCCCN1CCCNC(=O)c1ccc2c(c1)NC(=O)CN2C (stereo not drawn),-5%,-10%,-10%,-2%,0%,2%,-19%,1%,2%,1%
O=C(NCCn1ccc2ccccc21)c1ccc2c(c1)OCO2,0.89µM*,-18%,-23%,-5%,1.1µM*,2.5µM*,-35%,6.7µM*,2.3µM*,u
SMILES,NPC1 prom act,uPA generation,Gal4-VP16 FLuc,MBNL1-CUG inh,Rab9 prom act,BRCA1 expr act,RORgamma inh,FLuc modulator,ELG1 genotoxic,p53 reactivation
CC1CCN(C(=O)COC(=O)COc2ccccc2C#N)CC1,1%,-18%,x,x,9%,1%,x,x,0%,u
Cc1nn(-c2cc(Cl)ccc2N)c(=O)c2ccccc12,-1%,-5%,12%,3%,2%,-3%,8%,-1%,-3%,-7%
CCC(C)NC(=O)Cn1c(-c2ccccc2)cc(C(C)=O)c1C (stereo not drawn),0%,-16%,3%,-7%,-4%,-3%,-1%,0%,-8%,-1%
OCC1(CCOc2ccccc2)CCN(Cc2ccc3c(c2)OCCO3)CC1,0%,17%,-5%,2%,-3%,-7%,4%,6%,-1%,-3%
COc1ccccc1CNC(=O)/C=C/C(=O)O,2%,-4%,3%,x,-3%,-4%,-3%,-3%,0%,-2%
O=C(COc1ccccc1)N=C1SC2CS(=O)(=O)CC2N1c1ccccc1 (stereo not drawn),1%,1%,-2%,-1%,-2%,-13%,11%,2%,0%,11%
COc1ccc(C2C(C#N)=C(N)Oc3n[nH]c(-c4ccccn4)c32)c(OC)c1OC (stereo not drawn),1%,0%,-7%,0%,6%,5%,21%,0%,1%,u
C=C(C)CNC(=S)N/N=C/c1ccc([N+](=O)[O-])cc1,2%,-10%,4.5µM*,u,7%,-14%,1.1µM*,0%,1%,3%
COC(=O)[C@@H](Cc1c[nH]c2ccccc12)NC(=O)CNC(=O)c1ccccc1OC,-3%,0%,-9%,1%,1%,-29%,-13%,6%,-4%,2%
COc1cc(OC)cc(C(=O)NC(=S)Nc2cc3oc4ccccc4c3cc2OC)c1,-5%,2%,u,-6%,-5%,-17%,1.4µM*,-1%,6%,-11%
CCCc1cc(=O)n2[nH]c(-c3ccc(C)cc3)cc2n1,4µM*,-8%,0%,-10%,4µM*,1.4µM*,-36%,9.5µM*,u,u
Cc1nnc(NC(=O)c2c(-c3ccccc3)noc2C)s1,-1%,1%,-2%,1%,-17%,-2%,u,-1%,2%,1%
O=C(Nc1ncccn1)c1cccs1,2%,-4%,21%,1%,1%,53%,-1%,-3%,0%,1%
CCn1cc([N+](=O)[O-])c(C(=O)N2CCCc3ccccc32)n1,2%,-4%,x,21%,4%,27%,x,0%,0%,x
CC(=O)c1cc(CN2CCN(Cc3ccc(C)cc3)C(CCO)C2)cs1 (stereo not drawn),-2%,2%,10%,-9%,8%,-18%,-9%,1%,1%,-1%
CCOC(=O)N1CCC(N2C(=O)c3ccccc3C2Nc2cc(Cl)c(OC)cc2OC)CC1 (stereo not drawn),2%,14%,5%,-1%,-5%,-15%,12%,3%,-1%,-12%
CCN(C[C@H]1N[C@@](C)(C(=O)OC)[C@H]2C(=O)N(C)C(=O)[C@@H]12)C(=O)Nc1ccc(Cl)cc1,x,11%,x,x,x,15%,x,x,-3%,4%
CCCCN(CCCC)C(=O)CSc1nnc(-c2cc(OC)c(OC)c(OC)c2)o1,-2%,x,12%[0.365 µM],-4%,-11%,-73%,-5%,7%,-20%,-6%
CCCCCCc1nnc(NC(=O)c2ccco2)s1,5%,-3%,14%,-8%,u,u,-1%,u,u,x
CCOC(=O)c1cnc2ccc(OCC)cc2c1NCCCN1CCOCC1,0%,u,-2%,u,5%,-2%,5%,1%,13%,x
O=C(COC(=O)C1COc2ccccc2O1)Nc1cccc(Cl)c1 (stereo not drawn),-1%,1%,x,x,1%,3%,x,0%,-2%,-7%
Cc1ccc(CNC(=O)COc2cc(O)c3c(c2)OC(C)(C)CC3=O)cc1,-4%,-1%,-16%,9%,0%,1%,17%,-17%,0%,4%
CCc1nonc1NC(=O)c1oc2ccc(Br)cc2c1C,21%,-3%,8%,0%,24%,7%,-19%,0%&-7%,10%,3%
COc1ccc(-c2cc(=O)c3cc(OC)ccc3[nH]2)cc1,3.5µM*,u,u,29%,1.4µM*,u,u,3.4µM*,9.2µM*,u
COc1cc(NC(=O)CSc2nnc3c(n2)[nH]c2ccc(S(=O)(=O)NC(C)C)cc23)cc(OC)c1OC,-3%,4%,-9%,2%,5%,16%,-8%,1%,-4%,0%
CCOC(=O)c1[nH]c2ccc(OC)cc2c1NC(=O)/C=C/c1ccc2c(c1)OCO2,10%,1%,-16%,10%,1%,-45%,5%,-1%,u,2%
COc1ccccc1/C=C/C(=O)N1CCN(S(=O)(=O)c2cccs2)CC1,x,-20%,x,x,x,-3%,x,x,-3%,-6%
O=C(COC(=O)c1sc2ccccc2c1Cl)NC1CCCCC1,-1%,5%,-2%,-7%,-2%,-4%,13%,u,1%,26%
Cn1c2ccc(F)cc2c2ncn(Cc3ccccn3)c(=O)c21,-2%,-1%,15%,x,1%,-4%,21%,1%,4%,-4%

# Single values from the list:
# p53 reactivation result of `COc1ccccc1CNC(=O)/C=C/C(=O)O` = -2%
# Rab9 prom act result of `CCOc1ccc(-n2c(N)c(C(=O)NCc3cccnc3)sc2=S)cc1` = 2%
